Screening results: PubChem BioAssay, NMMLSC
Yeast superoxide = yeast age-related superoxide inhibition as caloric restriction mimetic; S. cerevisiae aged cells, superoxide DHE fluorescence; stronger effect = lower value; superoxide response (% of plate mean), % at 10 µM; 330,000 tested, 0.18% active;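 active = superoxide response under a set limit, about three screen SD below normal, cut at about 65% in these data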;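 also: yeast aged for seven days with compound at 30 °C before DHE staining; 100% = average MFI of all compound-treated wells on the plate with controls excluded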
GRK2 inh = inhibitors of human GRK2 displacing RNA aptamer | inhibition of aptamer binding, % at 10 µM | 330,000 tested, 0.59% active | bead flow cytometry, FAM-aptamer displacement from GRK2 | P25098;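 active = inhibition of aptamer binding above 40%, roughly 3 SD of noise, on plates passing a quality check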;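 also: median bead fluorescence of bound FAM aptamer so fluorescent compounds give negative values; no value below 0 was filed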
Target sequence (P25098 whole entry, looked up): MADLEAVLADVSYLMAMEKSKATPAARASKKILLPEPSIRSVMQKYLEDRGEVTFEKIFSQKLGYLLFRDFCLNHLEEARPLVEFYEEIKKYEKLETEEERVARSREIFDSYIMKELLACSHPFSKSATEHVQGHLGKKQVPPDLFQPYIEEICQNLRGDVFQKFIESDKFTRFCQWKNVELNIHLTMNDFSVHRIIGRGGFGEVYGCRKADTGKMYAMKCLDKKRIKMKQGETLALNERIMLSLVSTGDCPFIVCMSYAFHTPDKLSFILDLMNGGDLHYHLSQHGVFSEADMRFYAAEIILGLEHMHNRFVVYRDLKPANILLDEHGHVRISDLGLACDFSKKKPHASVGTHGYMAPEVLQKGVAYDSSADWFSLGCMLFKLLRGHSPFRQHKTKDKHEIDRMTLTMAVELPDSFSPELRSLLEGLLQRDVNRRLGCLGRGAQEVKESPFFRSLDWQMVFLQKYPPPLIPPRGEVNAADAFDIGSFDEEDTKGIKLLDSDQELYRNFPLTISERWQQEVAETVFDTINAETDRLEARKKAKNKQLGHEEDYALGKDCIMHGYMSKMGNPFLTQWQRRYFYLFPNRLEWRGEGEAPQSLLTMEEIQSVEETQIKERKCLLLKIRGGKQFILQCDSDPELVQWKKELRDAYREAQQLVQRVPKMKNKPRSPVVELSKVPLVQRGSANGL
The depositor's hits bear a star. Only part of the results is shown, so the mix of outcomes need not match the whole.

SMILES | Yeast superoxide | GRK2 inh
COc1cc2c(c(OC)c1OC)C(c1ccc3c(c1)OCO3)CC(=O)O2 (stereo not drawn) | 90 | 0
CCN(CC)C(=O)[C@H]1C[C@H](CC(=O)NCCCn2ccnc2)C(=O)N2CCc3c([nH]c4cc(CCC(=O)N(C)C)ccc34)[C@]12C | 84 | 0
CCN(CC)C(=O)[C@H]1C[C@H](CC(=O)NCc2ccc(OC)c(OC)c2)C(=O)N2CCc3c([nH]c4ccc(Cl)cc34)[C@]12C | 112 | 0
CCN1C(=O)[C@H]2[C@H]3CN=C(SCc4ccc(C)cc4)N3[C@@](Cc3ccccc3)(C(=O)OC)[C@H]2C1=O | 87 | 0
COc1cc(OC)c2ccc(=O)oc2c1C(CCN1CCOCC1)c1ccc2c(c1)OCO2 (stereo not drawn) | 98 | 0
CC[C@]12c3[nH]c4ccc(Cl)cc4c3CCN1C(=O)[C@@H](CC(=O)NCCC1=CCCCC1)C[C@@H]2C(=O)N1CCN(C(=O)c2ccco2)CC1 | 107 | 2
COc1ccccc1C1CC(=O)Oc2cc(C)c(Br)c(C)c21 (stereo not drawn) | 99 | 5
COC(=O)[C@H](CCSC)NC(=O)Cn1cnc(C(=O)Nc2ccc(C)c(C)c2)n1 | 96 | 0
Cc1ccc(C)c(N2CCN(C(=O)CCc3nc(-c4ccc(Cl)cc4)no3)CC2)c1 | 85 | 3
COc1ccccc1C1CC(=O)Oc2cc(C)c(Cl)cc21 (stereo not drawn) | 93 | 0
COc1ccc2c(c1)OC(=O)CC2c1cc(OC)c(OC)c(OC)c1 (stereo not drawn) | 91 | 0
C=CS(=O)(=O)N(Cc1ccc(Cl)c(Cl)c1)C[C@@H](O)CO | 116 | 0
COc1ccc(CN(C)C(=O)Cn2cnc3c(NCc4ccccc4)ncnc32)cc1OC | 104 | 0
COCCCNC(=O)C[C@H]1C[C@H](C(=O)N2CCOCC2)[C@@]2(CCC3CCCC3)c3[nH]c4ccc(Cl)cc4c3CCN2C1=O | 76 | 0
COc1ccc(-c2c(C)cc3oc(=O)cc(-c4ccccc4)c3c2C)cc1C=O | 106 | 0
COc1ccc2[nH]c3c(c2c1)CCN1C(=O)C(CC(=O)NCCC2=CCCCC2)C[C@H](C(=O)N2CCOCC2)[C@@]31C (stereo partly drawn) | 93 | 3
COc1ccc(C2/C=C\CN(C(=O)c3ccccc3)CC(=O)N2Cc2cccc(F)c2)cc1 (stereo not drawn) | 107 | 2
COc1cc2c(cc1OC)[C@@H](NC(=O)COc1ccccc1)[C@H](OCc1ccccc1)C2 | 112 | 0
OC[C@@H]1[C@@H](c2ccc(Cl)cc2)C(c2cccc(Cl)c2)=NN1c1ccccc1 | 118 | 7
N#Cc1ccc(N[C@@H]2CCN3C(=O)c4ccccc4[C@@H]3C[C@H]2O)cc1 | 105 | 17
CCOC(=O)C1=CN(Cc2ccco2)S(=O)(=O)NC1c1cccc(OC)c1 (stereo not drawn) | 97 | 0
CC(C)(C)NC(=O)C(c1ccc(-c2ccccc2)cc1)N(C[C@H]1CC[C@@H]([C@@H]2CC[C@H](CO)O2)O1)C(=O)c1ccccc1F (stereo partly drawn) | 104 | 9
Cc1ccc(C2CC(=O)Oc3cc(C)cc(C)c32)cc1 (stereo not drawn) | 96 | 0
CC(C)(C)NC(=O)C[C@H]1C[C@H](C(=O)N2CCCCC2)[C@@]2(CCc3ccccc3)c3[nH]c4ccc(Cl)cc4c3CCN2C1=O | 100 | 0
COc1ccc(CC(=O)N[C@@H]2c3cc(OC)c(OC)cc3C[C@H]2OCc2ccccc2)cc1 | 100 | 0
SMILES | Yeast superoxide | GRK2 inh
CN(C)C(=O)CCc1ccc2c3c([nH]c2c1)[C@]1(CCc2ccccc2)[C@@H](C(=O)N2CCCCC2)C[C@H](CC(=O)NCc2cccc(C(F)(F)F)c2)C(=O)N1CC3 | 97 | 5
CC[C@]1(C(=O)OC)[C@H]2C(=O)N(Cc3ccccc3)C(=O)[C@H]2[C@H]2CN=C(SCC3CC3)N21 | 101 | 0
CCN(CC)C(=O)[C@H]1C[C@H](CC(=O)NCCCOC)C(=O)N2CCc3c([nH]c4cc(-c5ccco5)ccc34)[C@]12C | 113 | 7
CC[C@]12c3[nH]c4cc(CCC(=O)N(C)C)ccc4c3CCN1C(=O)[C@@H](CC(=O)NCCC1=CCCCC1)C[C@@H]2C(=O)N1CCN(C(=O)c2ccco2)CC1 | 103 | 43*
Cc1ccc(S(=O)(=O)N2CCN(S(=O)(=O)c3ccccc3Br)CC2)cc1 | 114 | 1
O=C1OCCN1C(=O)[C@H]1[C@H](c2ccc([N+](=O)[O-])cc2)C(c2ccccc2)=NN1c1ccc(Br)cc1 | 95 | 0
Cc1ccccc1C1CC(=O)Oc2cc(O)ccc21 (stereo not drawn) | 106 | 0
C#CCNCCS(=O)(=O)N(Cc1ccc(Br)cc1)[C@@H](C)C(=O)O | 108 | 0
COc1ccc(CNC(=O)C[C@H]2C[C@H](C(=O)N3CCOCC3)[C@@]3(CCC4CCCC4)c4[nH]c5cc(CCC(=O)N(C)C)ccc5c4CCN3C2=O)cc1OC | 109 | 0
O=C1[C@@H](Oc2ccccc2)[C@@H](c2cccnc2)N1c1ccccc1 | 99 | 1
CC(C)[C@H](N)C(=O)NC[C@H]1O[C@@H](n2cnc3c(N)ncnc32)[C@H](O)[C@@H]1O | 96 | 4
C[C@@H](c1ccccc1)N1C[C@H]2CCCN2c2cc(Br)ccc2S1(=O)=O | 103 | 41*
CN(C)C(=O)CCc1ccc2c3c([nH]c2c1)[C@]1(C)[C@@H](C(=O)N2CCOCC2)C[C@H](CC(=O)NCCN2CCOCC2)C(=O)N1CC3 | 101 | 2
Nc1ncnc2c1ncn2[C@@H]1O[C@H](CNS(=O)(=O)c2cc(S(=O)(=O)c3ccccc3)cs2)[C@@H](O)[C@H]1O | 115 | 19
CN(C)C(=O)CCc1ccc2c3c([nH]c2c1)[C@]1(CCC2CCCC2)[C@@H](C(=O)N2CCOCC2)C[C@H](CC(=O)NCc2ccco2)C(=O)N1CC3 | 110 | 5
Cc1cc2oc(=O)cc(-c3ccccc3)c2c(C)c1-c1ccc(OC(F)(F)F)cc1 | 94 | 0
CCCN=C1N(C)C[C@@H]2[C@@H]3C(=O)N(Cc4ccccc4)C(=O)[C@@H]3[C@](CC)(C(=O)OC)N12 | 110 | 0
COCCCNC(=O)C[C@H]1C[C@H](C(=O)N2CCOCC2)[C@@]2(C)c3[nH]c4cc(CCC(=O)N(C)C)ccc4c3CCN2C1=O | 109 | 1
CC[C@]12c3[nH]c4ccc(OC)cc4c3CCN1C(=O)C(CC(=O)NCc1ccc(OC)c(OC)c1)C[C@@H]2C(=O)N1CCN(C(=O)C2CC2)CC1 (stereo partly drawn) | 89 | 0
CC[C@@H]1C(c2cccc(C)c2)=NN(c2ccccc2)[C@H]1C(=O)N1CCOC1=O | 115 | 0
COc1cc(OC)c2c(-c3cccc(-c4ccc(O)cc4)c3)cc(=O)oc2c1 | 95 | 0
O=C1OCCN1C(=O)[C@H]1[C@H](c2ccc(Cl)cc2)C(c2ccc(F)cc2)=NN1c1ccccc1 | 115 | 9
COc1ccc2c(c1)-c1ccccc1S(=O)(=O)N(C)C2 | 95 | 1
CCOC(=O)C1=CNS(=O)(=O)NC1c1ccc(C(=O)OC)cc1 (stereo not drawn) | 101 | 1
CC[C@]1(C(=O)OC)[C@H]2C(=O)N(Cc3ccccc3)C(=O)[C@H]2[C@H]2CN=C(SCc3ccc(C(=O)OC)cc3)N21 | 112 | 0

Printed as active in GRK2 inh, of those listed so far:
smiles	GRK2 inh
CC[C@]12c3[nH]c4cc(CCC(=O)N(C)C)ccc4c3CCN1C(=O)[C@@H](CC(=O)NCCC1=CCCCC1)C[C@@H]2C(=O)N1CCN(C(=O)c2ccco2)CC1	43*
C[C@@H](c1ccccc1)N1C[C@H]2CCCN2c2cc(Br)ccc2S1(=O)=O	41*

Next part:
SMILES | Yeast superoxide | GRK2 inh
CN(C)C(=O)CCc1ccc2c3c([nH]c2c1)[C@]1(CCC2CCCC2)[C@@H](C(=O)N2CCOCC2)C[C@H](CC(=O)NCCC2=CCCCC2)C(=O)N1CC3 | 75 | 2
CN(C)CCCNC(=O)C[C@H]1C[C@H](C(=O)N2CCCCC2)[C@@]2(C)c3[nH]c4ccc(Cl)cc4c3CCN2C1=O | 109 | 2
O=C1OCCN1C(=O)[C@H]1[C@H](c2ccc(Cl)cc2)C(c2ccc(F)cc2)=NN1c1ccc(Br)cc1 | 94 | 1
Nc1ncnc2c1ncn2[C@@H]1O[C@H](CNS(=O)(=O)c2ccc(-c3ccno3)s2)[C@@H](O)[C@H]1O | 99 | 5
CCCCNc1ccc(C(F)(F)F)cc1S(=O)(=O)NCCc1ccc(F)cc1 | 97 | 8
O=C1OC[C@H]2CCCC[C@@H](CO)ON12 | 118 | 0
CCOC(=O)C1Oc2ccccc2C(c2ccoc2)=C1C(=O)OC (stereo not drawn) | 109 | 3
COCCCNC(=O)CC1C[C@H](C(=O)N(C(C)C)C(C)C)[C@@]2(C)c3[nH]c4ccc(OC)cc4c3CCN2C1=O (stereo partly drawn) | 105 | 4
COc1ccccc1[C@@H]1C(c2ccccc2)=NN(c2ccc(Br)cc2)[C@H]1C(=O)N1CCOC1=O | 98 | 25
COC(=O)c1ccc(CSC2=NC[C@@H]3[C@@H]4C(=O)N(Cc5ccccc5)C(=O)[C@@H]4[C@](Cc4ccccc4)(C(=O)OC)N23)cc1 | 102 | 4
CCN(CC)C(=O)[C@H]1C[C@H](CC(=O)NCCC2=CCCCC2)C(=O)N2CCc3c([nH]c4ccc(Cl)cc34)[C@]12C | 96 | 0
CN(C)C(=O)CCc1ccc2c3c([nH]c2c1)[C@]1(CCc2ccccc2)[C@@H](C(=O)N2CCCCC2)C[C@H](CC(=O)NCCC2=CCCCC2)C(=O)N1CC3 | 113 | 21
CCOC(=O)C1=CN(Cc2cccc(-c3cccnc3)c2)S(=O)(=O)N(CC)C1C (stereo not drawn) | 95 | 5
CN(C)CCCNC(=O)C[C@H]1C[C@H](C(=O)N2CCOCC2)[C@@]2(C)c3[nH]c4cc(-c5ccco5)ccc4c3CCN2C1=O | 96 | 0
COc1ccc2[nH]c3c(c2c1)CCN1C(=O)C(CC(=O)NC(C)(C)C)C[C@H](C(=O)N2CCOCC2)[C@@]31CCC1CCCC1 (stereo partly drawn) | 92 | 1
CC(O)CC(=O)NOCc1ccccc1 (stereo not drawn) | 98 | 0
O=C1OCCN1C(=O)[C@H]1[C@H](c2ccccc2)C(c2ccc(F)cc2)=NN1c1ccc(Br)cc1 | 99 | 0
O=C(N[C@H]1/C=C\[C@@H](O)CCCC1)OCc1ccccc1 | 97 | 0
CCOC(=O)C1CCN(S(=O)(=O)NC[C@H]2O[C@@H](n3cnc4c(N)ncnc43)[C@H](O)[C@@H]2O)C1 (stereo partly drawn) | 102 | 1
CC[C@]12c3[nH]c4cc(-c5ccco5)ccc4c3CCN1C(=O)[C@@H](CC(=O)NCCN1CCOCC1)C[C@@H]2C(=O)N1CCN(C(=O)c2ccco2)CC1 | 104 | 2
CC[C@]12c3[nH]c4cc(CCC(=O)N(C)C)ccc4c3CCN1C(=O)[C@@H](CC(=O)NCCCOC)C[C@@H]2C(=O)N1CCN(C(=O)C2CC2)CC1 | 105 | 0
COc1cc(OC)c2c(-c3cccc(-c4sccc4C(C)=O)c3)cc(=O)oc2c1 | 109 | 1
CC[C@]12c3[nH]c4ccc(Cl)cc4c3CCN1C(=O)[C@@H](CC(=O)NCc1cccc(C(F)(F)F)c1)C[C@@H]2C(=O)N1CCN(C(=O)C2CC2)CC1 | 100 | 1
COc1ccc(-c2noc(CCCCC(=O)N3CCN(c4cc(C)ccc4C)CC3)n2)cc1 | 100 | 0

Arranged by length of the SMILES (lowest first): three of the compounds above
SMILES | Yeast superoxide | GRK2 inh
CCOC(=O)C1Oc2ccccc2C(c2ccoc2)=C1C(=O)OC (stereo not drawn) | 109 | 3
O=C1OCCN1C(=O)[C@H]1[C@H](c2ccccc2)C(c2ccc(F)cc2)=NN1c1ccc(Br)cc1 | 99 | 0
COc1ccc2[nH]c3c(c2c1)CCN1C(=O)C(CC(=O)NC(C)(C)C)C[C@H](C(=O)N2CCOCC2)[C@@]31CCC1CCCC1 (stereo partly drawn) | 92 | 1

Seven records drawn at random from those above:
SMILES | Yeast superoxide | GRK2 inh
COc1cc2c(c(OC)c1OC)C(c1ccc3c(c1)OCO3)CC(=O)O2 (stereo not drawn) | 90 | 0
O=C1[C@@H](Oc2ccccc2)[C@@H](c2cccnc2)N1c1ccccc1 | 99 | 1
CCOC(=O)C1Oc2ccccc2C(c2ccoc2)=C1C(=O)OC (stereo not drawn) | 109 | 3
COc1ccccc1C1CC(=O)Oc2cc(C)c(Br)c(C)c21 (stereo not drawn) | 99 | 5
COc1ccc(CN(C)C(=O)Cn2cnc3c(NCc4ccccc4)ncnc32)cc1OC | 104 | 0
CC(C)(C)NC(=O)C[C@H]1C[C@H](C(=O)N2CCCCC2)[C@@]2(CCc3ccccc3)c3[nH]c4ccc(Cl)cc4c3CCN2C1=O | 100 | 0
CC(O)CC(=O)NOCc1ccccc1 (stereo not drawn) | 98 | 0
